Insulin prom up – insulin promoter activators in MIN6 cells, imaging, high-content screening, mouse beta cells. MIN6 insulin promoter-GFP reporter; active compounds read high. z-score at 5 µM. actives 0.3% (n = 190,000). AID 1625, 2009;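 active = z-score above 3 at 5 µM with at least 500 cells counted in the well; inconclusive = wells under 500 cells, flagged as cytotoxic or low count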
MT stabilize HCS – microtubule stabilizers in HeLa cells, primary screen, imaging, high-content imaging | HeLa tubulin immunostaining HCS, 24 h; share of cells brighter than vehicle mean+2SD | % tubulin-high responders, % at 10 µM | actives 0.83% (n = 200,000) | AID 2205, 2009;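 active = plate Z-score above 3 for both tubulin-high and condensed-nucleus cell shares, with cell loss under 80%, at 10 µM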;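 also: anti alpha tubulin signal scored within the nucleus-defined area of each cell; some results filed as inactive read as strong as hits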
P. falciparum M17LAP – P. falciparum M17LAP inhibitors, primary screen, biochemical, fluorogenic H-Leu-NHMec substrate, 1536-well (AID 1619) | Leucine aminopeptidase (Plasmodium falciparum (isolate 3D7)) | recombinant M17LAP, H-Leu-NHMec fluorogenic kinetic assay; higher % means a stronger effect | inhibition, % at 30 µM, or IC50 in µM where a hit was titrated | actives 0.38% (n = 220,000);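 active = compound inhibiting the enzyme by more than half at any dose during confirmatory dose-response retesting; inconclusive = strong single-dose inhibitors picked by rank but not retested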;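 also: plate controls were full reaction with DMSO carrier for no effect and no enzyme background for full effect; strong numbers were not always called active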
NOD1 NF-kB reporter – NOD1 signaling inhibitors, primary screen, cell-based, luminescence, uHTS (AID 1578). inhibition, % at 4 µM, or EC50 in µM where a hit was titrated. actives 1% (n = 290,000). NOD1-driven NF-kB luciferase reporter cells, luminescence; higher % means a stronger effect; in the data active = inhibition mostly above about 36%, no sharp cut-off; inactive = mostly below about 34%;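 also: HEK-293T reporter cells stimulated with the NOD1 agonist gamma-tri-DAP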
b-catenin transl – modulators of beta-catenin nuclear translocation, primary screen, imaging, HeLa cells, immunofluorescence, high-content; nuclear translocation activity, % at 5 µM; actives 0.3% (n = 190,000);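 active = nuclear translocation activity above 50% at 5 µM, with a well cell count of 50 or more; inconclusive = wells under 50 cells across six images, flagged as toxic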;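 also: per-cell ratio of nuclear to cytoplasmic median beta-catenin stain intensity; plate controls were DMSO negative control for no effect and GSK-3 inhibitor IX positive control for full effect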
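Test system: human HeLa cells, native beta-catenin. Compound dosing: 5 µM primary single dose, 0.1% DMSO, 0.02–20 µM confirmation series. Incubation: compound exposure 24 h at 37°C. Detection: beta-catenin immunostaining with DAPI counterstain, 20x imaging, 6 fields/well. Read-out basis: Nuclear/cytoplasmic beta-catenin signal ratio, % activation.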
Autophagy mod – autophagy modulators in MEF cells, primary screen, imaging, high-content, MEF GFP-LC3; MEF GFP-LC3 puncta imaging; test concentration mostly 10 µM; actives 0.98% (n = 190,000); calls only at 10 µM (by protocol);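 active = percentage of spot-positive cells more than 3 SD above its plate mean, without a fluorescence outlier flag or 80% toxicity; inconclusive = no clear call, values can overlap the other calls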;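 also: spot-positive cell cutoff set from DMSO-treated cells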
Dynein cargo inh – inhibitors of GR-EGFP nuclear translocation, primary screen, dynein cargo transport inhibitor project, imaging, high-content, 3617.4 mouse cells. test concentration mostly 20 µM; stimulated with dexamethasone, 1 µM; active compounds read low. z-score, hits read low. actives 0.47% (n = 220,000). AID 1381, 2008;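 active = plate z-score of nuclear minus cytoplasmic receptor signal below a set negative limit, without overly bright fluorescence or cell loss, cut at about -3.5 in these data, passing the limit was not always enough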;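 also: z-score of nuclear minus cytoplasmic ring GR-EGFP intensity difference per well; some compounds called inactive have numbers as strong as hits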
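Buffer or medium: tetracycline-free induction medium containing charcoal-stripped FBS / Reagent: dexamethasone agonist, 1.0 µM final, for 30 min / Technique: automated 10x imaging of fixed Hoechst-stained cells / Times: induction 48 h, compound 1 h, agonist 30 min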
Yfh1-depleted yeast – enhancers of respiration in Yfh1-depleted yeast, dose response, Friedreich's ataxia, plus single-dose screen (AID 1465) | actives 0.074% (n = 220,000) | S. cerevisiae Yfh1-off respiration, WST-1 reduction, 72 h; higher fold induction means a stronger effect | fold induction at 50 µM; hits with a dose series show EC50 in µM;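 active = fold induction of absorbance versus untreated yeast above a set limit, then at least 30% activation at any dose in follow-up; inconclusive = repeats straddling the limit, or above it without dose testing; inactive = fold induction below the set limit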;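 also: activators that raise dye reduction in frataxin-depleted yeast; strong numbers were not always called active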
NOD2 inhibition – NOD2 signaling inhibitors, cell-based, luminescence, uHTS, HEK293 (AID 1566) | inhibition, % at 4 µM; hits with a dose series show EC50 in µM | HEK293 NOD2/NF-kB luciferase reporter, luminescence; higher % means a stronger effect | actives 0.63% (n = 290,000); in the data active = inhibition above about 50%; also: many of its hits are not listed in these tables
Dynein cargo inh cytoplasmic EGFP – also measured in Dynein cargo inh; calls as there; z-score; measured here: cytoplasmic GR-EGFP intensity; active compounds read high
Dynein cargo inh nuclear GR-EGFP – also measured in Dynein cargo inh; calls as there; z-score; measured here: nuclear GR-EGFP intensity;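 lower value marks the stronger effect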
Dynein cargo inh cell count – also measured in Dynein cargo inh; calls as there; z-score; measured here: cell count per field
Insulin prom up cell count – also measured in Insulin prom up; calls as there; cell count; measured here: cytotoxicity, nuclei count;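 total cells summed across four imaged fields per well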
b-catenin transl cell count 5 µM – also measured in b-catenin transl; calls as there; cell count; measured here: cell count, cytotoxicity flag
MT stabilize HCS Hoechst-high % – second read-out of MT stabilize HCS, no call of its own (marks repeat the call); % Hoechst-high responders; measured here: nuclear condensation Hoechst responders;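 share of cells brighter than vehicle mean plus two SD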
MT stabilize HCS cytotoxicity % – also measured in MT stabilize HCS; calls as there; toxicity, %; measured here: cytotoxicity by cell density;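 0% = mean cell density of plate MIN control wells and 100% = no cells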
Autophagy mod cell loss 18 h – further read-out of Autophagy mod, marked with its call; toxicity, %; measured here: cell loss, nuclei count;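 cell loss after 18 h compound exposure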
* marks the source's active call; other numbers are inactive results; i = inactive; u = inconclusive; x = not tested or not shown. The list is partial, so the mix of outcomes need not match the whole.

SMILES	Insulin prom up	Insulin prom up cell count	MT stabilize HCS	MT stabilize HCS Hoechst-high %	MT stabilize HCS cytotoxicity %	P. falciparum M17LAP	NOD1 NF-kB reporter	b-catenin transl	b-catenin transl cell count 5 µM	Autophagy mod	Autophagy mod cell loss 18 h	Dynein cargo inh	Dynein cargo inh cytoplasmic EGFP	Dynein cargo inh nuclear GR-EGFP	Dynein cargo inh cell count	Yfh1-depleted yeast	NOD2 inhibition
CC1CCCC(C)N1C(=O)C1CC(c2ccc(F)cc2)=NO1 (stereo not given)	x	x	5.0	3.2	8.7	9.9%	6.8%	x	x	i	-2.0	-0.234	-0.224	0.175	-0.0304	i	-16.9%
O=C(O)CCCNC(=O)CC1S/C(=N/N=C/c2ccccc2O)NC1=O (stereo not given)	0.1	1240	2.6	1.6	9.1	56.5%	-24.6%	-0.5	1053	i	-9.6	-0.248	-0.226	-0.462	0.22	i	0.6%
CC(=O)NCc1nc2ccccc2n1C(C)C	-0.19	1743	4.1	2.7	5.7	-0.2%	-3.8%	3.0	989	x	x	-0.566	-0.261	-0.257	0.299	i	1.7%
CC(C)(C)c1ccc(C(=O)C=[N+]=[N-])cc1	x	x	4.8	2.3	9.2	81.6%	16.0%	-1.9	972	i	2.8	-1.45	0.000564	-0.631	1.61	i	4.2%
Cc1ccc(OCCCC(=O)Nc2ccc(S(=O)(=O)Nc3ccccn3)cc2)cc1	-0.59	1522	1.8	2.7	8.3	9.3%	10.6%	0.0	1495	i	-12.1	1.66	0.293	0.0734	0.985	i	4.6%
O=C(Cn1cnc2cc([N+](=O)[O-])ccc2c1=O)NCc1ccc(Cl)cc1	x	x	1.9	2.7	5.1	-6.2%	-46.8%	0.4	1581	i	-10.7	1.09	-0.227	0.251	0.162	i	-3.7%
COc1ccccc1Nc1nc2nonc2[nH]c1=O	0.25	1467	1.2	1.1	2.9	-54.9%	-3.9%	0.3	979	i	5.3	1.37	-0.15	0.704	-0.604	i	9.1%
CC(C)c1onc(C(=O)N2CCN(c3ccccc3)CC2)c1[N+](=O)[O-]	0.66	1110	x	x	x	-2.9%	-4.0%	0.3	1294	x	x	-1.53	-0.187	-0.52	1.1	i	-13.2%
O=S(=O)(NC(=NCc1ccccc1)c1ccccc1F)c1ccccc1	x	x	3.4	2.9	6.1	-5.7%	22.7%	-2.1	1020	i	-29.9	0.735	-0.26	0.461	0.0775	i	7.7%
CC(C)NC(=O)NC(=O)COC(=O)c1ccccc1Oc1ccccc1	0.8	916	2.2	1.8	4.7	4.5%	-34.2%	2.4	1077	i	30.0	0.709	-0.241	0.7	-0.452	i	22.5%
CC1CCCCN1C(=O)Cn1cc(C#N)c2ccccc21 (stereo not given)	x	x	3.8	2.2	7.2	-1.0%	-36.3%	-4.3	1251	i	-0.2	-0.283	-0.26	-0.112	0.054	i	-9.3%
CCOC(=O)c1oc2ccccc2c1NC(=O)CN1CCOCC1	-0.49	1701	2.0	2.7	6.2	11.2%	1.6%	0.2	1587	i	-2.0	-0.489	-0.339	-0.157	1.05	i	24.5%
O=C(c1ccc2ccccc2c1)N1CCN(c2ccc(O)cc2)CC1	-0.55	1628	1.5	0.8	4.2	5.0%	-2.5%	1.5	1303	i	20.2	-1.17	-0.209	-0.561	0.465	i	21.4%
O=C(CSc1nnc2ccccn12)NC(=O)NC1CCCCC1	0.51	1106	3.0	1.0	3.4	8.8%	10.1%	-4.2	1110	i	18.7	-0.53	-0.335	-0.13	-0.518	i	21.2%
COc1ccc(CCN2C(=O)CC(N3CCC(C(N)=O)CC3)C2=O)cc1OC (stereo not given)	1.69	977	x	x	x	13.1%	-6.8%	0.6	1245	x	x	-0.646	-0.222	0.1	0.892	i	-10.4%
O=C(CSc1nc2ccccc2[nH]1)Nc1nc(-c2ccc(Br)cc2)cs1	-0.17	1356	2.7	1.9	7.3	4.1%	-15.6%	-3.9	547	i	26.7	-0.554	-0.239	-0.436	0.602	i	-5.4%
O=C(CN1C(=O)S/C(=C\C=C\c2ccccc2)C1=O)Nc1ccc(O)cc1	0.17	1276	2.3	2.2	11.0	9.7%	-57.0%	0.0	950	i	12.3	0.383	-0.207	0.733	-1.09	i	-84.9%
Cc1cc(C)cc(N(CC(=O)NC2CCCCC2)C(=O)CCC(=O)Nc2cc(C)ccn2)c1	0.71	1230	x	x	x	x	-2.7%	-5.9	1158	x	x	x	x	x	x	x	3.2%
Cc1nc(NC(=O)C(Cl)Cl)sc1C(=O)N(C)C	0.43	1222	0.9	5.5	9.0	18.3%	-22.0%	0.6	516	i	-4.9	0.00265	-0.309	-0.468	0.0933	i	-8.1%
Cc1ccc(S(=O)(=O)Nc2ccc3c(c2)ncn3C(C)(C)C)cc1	-1.29	1031	5.5	2.1	3.4	-1.7%	2.3%	-3.8	959	i	16.4	-0.949	-0.239	-0.131	0.907	i	17.1%
Cc1ccccc1S(=O)(=O)c1c(C)cc(-c2ccccc2)[nH]c1=O	x	x	1.0	1.3	5.1	6.2%	15.0%	x	x	i	21.2	0.656	-0.237	-0.286	0.327	i	16.5%
COC(=O)C1CCCN1S(=O)(=O)c1ccc2ccccc2c1 (stereo not given)	u	x	4.4	2.1	3.5	8.6%	6.3%	-2.9	879	i	-18.1	-0.769	-0.193	-0.348	1.12	i	15.3%
CCOC(=O)Cc1cc(-c2ccc(F)cc2)nc2ccc3ccccc3c12	x	x	2.4	1.4	8.2	4.9%	8.2%	3.2	1002	i	-2.9	0.181	-0.121	0.26	0.269	i	-4.2%
Cc1ccc(C(C)C)c(OCC(=O)N/N=C/c2cccn2C)c1	-0.21	969	x	x	x	8.8%	-8.4%	0.6	1317	x	x	-1.04	-0.189	0.124	0.676	i	9.8%
CCOc1cc(C2NN=C(c3ccccc3)S2)ccc1OCc1ccccc1Cl (stereo not given)	-0.08	1597	2.7	2.5	7.3	8.7%	-25.1%	-0.5	1343	i	-5.5	-0.426	0.727	0.376	0.815	i	-51.2%
COc1ccc(OC)c(NC(=O)CC(NC(C)=O)c2ccccc2)c1 (stereo not given)	0.46	1246	0.9	1.3	8.8	2.8%	-22.3%	-2.5	1117	i	0.9	-0.172	-0.262	-0.34	0.476	i	0.9%
O=C(O)c1cc([N+](=O)[O-])ccc1C(=O)Nc1ccccc1	-0.08	1561	3.0	0.8	1.8	1.6%	5.8%	-0.1	1308	i	2.5	1.12	-0.21	0.252	-0.464	i	18.7%
CC(C)OCCCN1C(=O)c2ccccc2C1C(=O)NC1CCCCC1 (stereo not given)	0.12	1467	5.4	4.1	5.9	-18.7%	x	1.4	1369	i	-5.1	0.299	-0.139	0.467	-0.926	i	9.8%
CN1CCN(C(=S)c2ccc(OCC(=O)Nc3cccc(C(F)(F)F)c3)cc2)CC1	-2.1	506	1.0	1.0	2.3	2.2%	4.9%	-1.2	1222	i	11.1	x	x	x	x	i	22.6%
O=C(Nc1cccc(S(=O)(=O)NC2=NCCCCC2)c1)c1cc(-c2ccncc2)nc2ccccc12	-0.31	1224	4.9	2.7	0.9	39.2%	-25.9%	-2.2	1075	i	0.5	0.635	-0.231	-0.0397	0.162	i	3.8%
CC(C)(C)CC(C)(C)c1ccc(OCC(=O)N/N=C/c2ccc(S(=O)(=O)O)o2)cc1	1.46	1029	x	x	x	20.4%	12.2%	-0.4	1297	x	x	-0.211	0.208	0.393	0.883	i	4.3%
N#C/C(=C\c1ccc[nH]1)Sc1nc2ccccc2s1	x	x	3.3	3.5	3.7	-3.2%	-14.4%	-2.2	1107	i	4.8	0.578	-0.145	0.747	0.162	i	-28.5%

Three entries from above, in CSV form.
structure,Insulin prom up,Insulin prom up cell count,MT stabilize HCS,MT stabilize HCS Hoechst-high %,MT stabilize HCS cytotoxicity %,P. falciparum M17LAP,NOD1 NF-kB reporter,b-catenin transl,b-catenin transl cell count 5 µM,Autophagy mod,Autophagy mod cell loss 18 h,Dynein cargo inh,Dynein cargo inh cytoplasmic EGFP,Dynein cargo inh nuclear GR-EGFP,Dynein cargo inh cell count,Yfh1-depleted yeast,NOD2 inhibition
CC1CCCC(C)N1C(=O)C1CC(c2ccc(F)cc2)=NO1 (stereo not given),x,x,5.0,3.2,8.7,9.9%,6.8%,x,x,i,-2.0,-0.234,-0.224,0.175,-0.0304,i,-16.9%
O=C(Nc1cccc(S(=O)(=O)NC2=NCCCCC2)c1)c1cc(-c2ccncc2)nc2ccccc12,-0.31,1224,4.9,2.7,0.9,39.2%,-25.9%,-2.2,1075,i,0.5,0.635,-0.231,-0.0397,0.162,i,3.8%
CC(C)(C)c1ccc(C(=O)C=[N+]=[N-])cc1,x,x,4.8,2.3,9.2,81.6%,16.0%,-1.9,972,i,2.8,-1.45,0.000564,-0.631,1.61,i,4.2%
